BRCT PPI red – disrupts BRCA1 BRCT binding to phosphoprotein, red fluorophore readout; hit rate 0.03% among 75,000; P38398; BRCT-phosphopeptide binding, red fluorescence polarization; Potency, µM (top dose mostly 76.9 µM), inactives show at the highest dose activity change, negative = inhibition, usual class: inhibitors; note: % is set by controls: 0 for no effect and ±100 for the full control effect
Target sequence (P38398 whole entry, looked up): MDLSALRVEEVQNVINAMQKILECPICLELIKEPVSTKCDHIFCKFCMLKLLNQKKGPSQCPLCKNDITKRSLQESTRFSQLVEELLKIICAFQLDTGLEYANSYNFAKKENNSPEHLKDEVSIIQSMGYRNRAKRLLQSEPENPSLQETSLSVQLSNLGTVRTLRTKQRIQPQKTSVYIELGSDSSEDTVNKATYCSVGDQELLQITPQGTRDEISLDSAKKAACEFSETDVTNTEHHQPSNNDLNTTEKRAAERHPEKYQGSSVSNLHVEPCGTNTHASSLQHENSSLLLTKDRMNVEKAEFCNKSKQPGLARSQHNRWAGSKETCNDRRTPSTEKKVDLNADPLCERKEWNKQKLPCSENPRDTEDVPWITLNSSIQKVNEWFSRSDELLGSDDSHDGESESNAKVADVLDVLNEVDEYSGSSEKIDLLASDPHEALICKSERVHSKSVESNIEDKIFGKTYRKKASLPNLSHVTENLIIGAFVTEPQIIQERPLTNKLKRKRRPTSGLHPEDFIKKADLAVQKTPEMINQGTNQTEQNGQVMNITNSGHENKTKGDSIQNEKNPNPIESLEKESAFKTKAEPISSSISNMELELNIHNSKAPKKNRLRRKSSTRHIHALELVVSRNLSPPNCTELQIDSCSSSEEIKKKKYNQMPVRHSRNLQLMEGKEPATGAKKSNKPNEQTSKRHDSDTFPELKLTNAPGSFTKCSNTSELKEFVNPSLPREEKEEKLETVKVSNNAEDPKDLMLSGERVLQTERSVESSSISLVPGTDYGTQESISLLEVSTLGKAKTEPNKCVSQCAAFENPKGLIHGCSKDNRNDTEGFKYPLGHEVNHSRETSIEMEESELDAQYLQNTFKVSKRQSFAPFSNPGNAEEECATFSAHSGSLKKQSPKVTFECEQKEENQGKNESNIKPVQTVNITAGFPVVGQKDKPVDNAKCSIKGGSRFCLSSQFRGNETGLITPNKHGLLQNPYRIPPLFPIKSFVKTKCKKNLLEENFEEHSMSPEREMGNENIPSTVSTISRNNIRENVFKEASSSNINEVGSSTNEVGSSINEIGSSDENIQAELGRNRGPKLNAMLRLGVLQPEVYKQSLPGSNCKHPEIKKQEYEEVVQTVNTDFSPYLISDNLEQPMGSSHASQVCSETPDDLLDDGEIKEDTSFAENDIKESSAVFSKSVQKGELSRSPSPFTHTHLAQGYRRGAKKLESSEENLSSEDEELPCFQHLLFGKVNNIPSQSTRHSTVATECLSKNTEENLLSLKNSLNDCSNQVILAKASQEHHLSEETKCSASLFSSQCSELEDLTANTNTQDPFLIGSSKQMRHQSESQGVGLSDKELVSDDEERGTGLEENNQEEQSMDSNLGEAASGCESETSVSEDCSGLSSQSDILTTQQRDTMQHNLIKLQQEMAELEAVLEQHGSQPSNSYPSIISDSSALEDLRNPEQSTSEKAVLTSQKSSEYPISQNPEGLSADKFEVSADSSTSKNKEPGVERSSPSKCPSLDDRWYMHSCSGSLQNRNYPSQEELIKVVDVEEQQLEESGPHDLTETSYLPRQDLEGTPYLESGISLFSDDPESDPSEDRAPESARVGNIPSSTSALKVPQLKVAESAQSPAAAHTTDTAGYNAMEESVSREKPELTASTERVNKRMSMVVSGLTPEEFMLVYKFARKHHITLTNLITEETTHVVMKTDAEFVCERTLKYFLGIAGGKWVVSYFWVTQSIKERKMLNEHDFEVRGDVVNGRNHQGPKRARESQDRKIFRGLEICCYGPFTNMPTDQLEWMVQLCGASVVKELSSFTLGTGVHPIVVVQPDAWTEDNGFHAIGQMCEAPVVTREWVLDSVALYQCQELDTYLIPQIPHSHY
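Rhodamine-labelled pBACH1 10-mer (100 nM) bound to BRCT domain (100 nM) at pH 7.3; compounds incubated 12 min room temperature, polarization read. Free peptide defines full inhibition; unlabelled decapeptide titrated as control.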
4MU fluor – compounds fluorescent in 4-MU spectral region; compound autofluorescence, 340/450 nm, 4-MU equivalents; stronger effect = higher value; max dye-equivalent concentration, M; hit rate 11% among 59,000; in the data active = max dye-equivalent concentration above about 10 nM; inconclusive = mostly about 1.1 nM to 9.6 nM
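Intrinsic fluorescence at 340/450 nm (ex/em) was read after 15 min at room temperature in pH 8.0, 100 mM Tris. Each compound concentration expressed as 4-MU-equivalent concentration from a six-point 4-MU standard series on each plate.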
Ub-GFP proteasome – proteasome inhibitors stabilizing ubiquitin-GFP reporter. AID 526. 67,000 tested, under 10 active. Ubiquitin-GFP reporter cells, proteasome inhibition, GFP fluorescence; response scale: untreated = 0%, 10 µM MG-132 = 100%. Potency, µM (titrated, usually from 45.9 µM), inactives show at the highest dose activation (GFP accumulation), usual class: activators; active = well fitted activation curve with a large enough effect, not every such curve was filed as active; inconclusive = small, poorly fitted or top-dose-only effect, or another doubt; inactive = no such curve, though single readings can be large or run the other way; note: potency is the fitted concentration of half-maximal effect
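GFP accumulation read-out: laser plate cytometry counting ubiquitin(G76V)-GFP-expressing U2OS cells after 4 hr compound exposure at 37 °C. Titrations spanned 46 uM to 2.9 nM; 0% = basal, 100% = 10 uM MG-132; concentration-response curves fitted.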
DNA Pol III inh – DNA polymerase III holoenzyme inhibition; reconstituted DNA polymerase III holoenzyme replication, biochemical; hit rate 0.25% among 71,000; Potency, µM (highest dose often 57.1 µM), for the others: at the top dose activity change, negative = inhibition; note: potency is the fitted concentration of half-maximal effect; % is set by controls: 0 for no effect and ±100 for the full control effect
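Reconstituted *E. coli* holoenzyme (0.35 nM Pol III, 1 nM beta, 154 nM SSB, 2 nM primase) was preincubated with compound for 15 min at RT. Synthesis on 1.4 nM ssM13Gori ran 35 min, then was stopped with PicoGreen/EDTA and read as dsDNA fluorescence.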
CRE Fsk mod – CRE-bla signaling modulation under forskolin stimulation; Potency, µM (top dose mostly 38.2 µM), without a hit: at the top dose activity change, negative = inhibition, hits mostly activators; hit rate 2.5% among 71,000; CHO CRE-bla reporter (cAMP response element driving beta-lactamase), forskolin EC10, beta-lactamase ratio; active = well fitted activation curve with a large enough effect in the signal ratio, with a control signal flat, not every such curve was filed as active; inconclusive = small, poorly fitted or top-dose-only effect, or effect the other way, or a change in a side signal; the % refers to the signal ratio; note: potency is the fitted concentration of half-maximal effect; % of control where 0% means no effect
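CRE-bla CHO cells stimulated with EC10 NKH 477 (water-soluble forskolin) and compound titrations, 3 h at 37C; beta-lactamase read with CCF4 after 2 h at room temperature. Activity from 460/530 nm emission ratio, AC50 values for positive or negative modulation.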
BRCT inh green – blocks human BRCA1 BRCT binding to phosphopeptide, green readout; P38398; BRCA1 BRCT-phosphopeptide binding, green fluorescence polarization; Potency, µM (highest dose often 76.9 µM), for the others: top-dose activity change, negative = inhibition, actives largely listed as inhibitors; hit rate 0.05% among 75,000; AID 875;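 note: potency is the fitted concentration of half-maximal effect; plate controls were peptide without protein for full effect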
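Compounds were incubated for 12 min at room temperature with a complex of 100 nM fluorescein-tagged pBACH1 decapeptide and 250 nM His-tagged BRCT protein. Buffer was phosphate pH 7.3 with EDTA, DTT and Tween 20. Disruption of binding lowers the polarization signal.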
ALOX15 inhib – inhibitors of human 15-lipoxygenase (ALOX15) | P16050 | purified 15hLO-1, xylenol orange hydroperoxide absorbance | Potency, µM (series often up to 57.1 µM), for the others: at the highest dose activity change, negative = inhibition, hits mostly inhibitors | hit rate 1.4% among 74,000; note: potency is the fitted concentration of half-maximal effect; % is set by controls: 0 for no effect and ±100 for the full control effect; nearly all actives have a fitted effect of over 55% in size
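Compounds were preincubated 15 min at room temperature with 40 nM purified human enzyme (25 mM Hepes pH 7.5, 0.01% Triton X-100); 50 uM arachidonic acid reacted 6 min. Fe-xylenol orange detection, 30 min, absorbance ratio 573/405 nm.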
Hsp90 Hop PPI – changes Hsp90-Hop TPR2A binding signal, up or down; AlphaScreen TPR2A-His6 binding biotin-Hsp90 C-terminal peptide; Potency, µM (series often up to 57 µM), for the others: top-dose activity change, negative = inhibition; hit rate 0.44% among 71,000; active = well fitted curve in either direction with a large enough effect; inconclusive = small, poorly fitted or top-dose-only effect, or another doubt; note: potency is the fitted concentration of half-maximal effect; % is set by controls: 0 for no effect and ±100 for the full control effect; many of its hits are not listed in these tables
Epigenetic mod – epigenetic GFP locus derepression in mouse cells | hit rate 0.09% among 68,000 | Potency, µM (doses to about 46.1 µM), for the others: at the top dose GFP derepression (activation) | mouse C127i GFP locus derepression, cytometry, 30 h; note: % of control where 0% means no effect
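Locus derepression in mouse mammary C127i cells whose integrated CMV-GFP reporter is normally silent; GFP expression after 30 h compound treatment was quantified by counting fluorescent cells.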
A350 autofl – A350 region autofluorescence; AID 590; hit rate 11% among 59,000; max dye-equivalent concentration, M; Compound autofluorescence, 340/450 nm, Alexa 350 dye-equivalents; stronger effect = higher value; in the data active = max dye-equivalent concentration above about 10 nM; inconclusive = mostly about 1.1 nM to 9.6 nM
HBB splice mod – modulators of hemoglobin beta chain splicing; Potency, µM (doses to about 46.1 µM), for inactives: at the top dose activation, actives largely listed as activators; HBB splicing reporter cell assay, activation; EGFP reporter with mutant IVS2-654 intron; response scale: normalised to 500 nM splice-correcting PNA; hit rate 0.06% among 65,000; note: potency is the fitted concentration of half-maximal effect; 0% is about no effect
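HeLa cells stably expressing EGFP interrupted by mutant beta-globin intron 2 (IVS2-654), 500/well in 2% FCS. Treated with compound for 2 days at 37C. Splicing correction scored as total well GFP intensity (488 nm excitation, 500-520 nm emission); 500 nM antisense PNA served as control.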
* marks the source's active call; other numbers are inactive results; i = inactive; ? = inconclusive; nt = no result given; [ ] = another dose, or the depositor's remark. Unless noted, calls come from the whole dose curve; as a rule, active = well fitted curve in the direction sought with a large enough effect; inconclusive = small, poorly fitted or top-dose-only effect, or another doubt; inactive = no such curve, though single readings can be large; an effect the other way counts as inactive or inconclusive.

No.	structure	BRCT PPI red	4MU fluor	Ub-GFP proteasome	DNA Pol III inh	CRE Fsk mod	BRCT inh green	ALOX15 inhib	Hsp90 Hop PPI	Epigenetic mod	A350 autofl	HBB splice mod
1	O=C(Nc1ccc2nn(-c3ccccc3)nc2c1)c1cccs1	0.3%	2.5e-07M*	4%	-2%	12%	-2.4%	-7%	2%	3%	1.9e-07M*	nt
2	O=c1cc(O)nc(SCc2ccccc2)[nH]1	1.1%	i	-2%	1%	-16%	1.4%	-5%	-1%	0%	i	-0.4%
3	Cc1ccc(Cn2c(NC(=O)c3ccco3)nc3ccccc32)cc1	0.0%	?	2%	2%	4%	-2.0%	-6%	-3%	-2%	?	-0.2%[57.5 µM]
4	O=c1c2cc(Cl)ccc2nc2ccc(N3CCCC3)nn12	0.1%	4e-08M*	-2%	-3%	23%	-2.2%	-28%	-1%	2%	3.8e-08M*	-0.5%
5	CCCOc1cc(N)ccc1C(=O)OCCN(CC)CC	-0.9%[34.4 µM]	i	13%[20.5 µM]	-5%[25.6 µM]	-5%[17.1 µM]	-2.4%[34.4 µM]	2%[25.6 µM]	-3%[26 µM]	-2%[20.6 µM]	i	1.8%[20.6 µM]
6	O=C1C(C=NCc2ccco2)=C(O)c2ccccc21	-0.2%	nt	4%	-5%	10%	-2.6%	-7%	-8%	5%	nt	1.1%
7	CN(Cc1ccccc1)C(=O)CNC(=O)Cn1cnc2ccccc2c1=O	-0.3%	2.4e-08M*	-6%	-1%	8%	-2.2%	-3%	1%	2%	3.1e-08M*	-3.2%
8	Cc1ccc(C2C3=C(CCCC3=O)Nc3[nH]c(=S)[nH]c(=O)c32)cc1 (configuration not stated)	0.5%	?	-2%	11%	?	-5.4%	20µM*	0%	0%	?	-2.8%
9	O=C(N1CCCCCC1)N1CCN(C(=O)N2CCOCC2)CC1	1.5%	i	-8%	13%	?	-1.4%	3%	-5%	-3%	i	0.2%
10	COC(=O)C1CCN(C(=O)COc2ccc(Cl)cc2)CC1	-1.8%	i	1%	-7%	-7%	-0.4%	10%	-1%	-3%	?	-1.1%
11	CCCCCC(=O)Nc1ccc(N2CCN(CC)CC2)c(Cl)c1	0.1%	i	1%	-3%	-2%	-1.4%	1%	2%	2%	i	-1.0%
12	Cc1nn(-c2ccccc2)c(Cl)c1C(=O)N1CCN(c2ncnc3c2cnn3-c2ccccc2)CC1	0.1%	?	-1%	2%	?	2.6%	-6%	-6%	2%	?	nt
13	c1ccc2c3c([nH]c2c1)[C@@H]1[C@H]2CC[C@H]([C@H]4CCCN[C@H]42)N1CC3	0.7%[34.4 µM]	5e-07M*	4%[20.5 µM]	-6%[25.6 µM]	-7%[17.1 µM]	-1.1%[34.4 µM]	-26%[25.6 µM]	-3%[26 µM]	1%[20.6 µM]	4.5e-07M*	0.3%[20.6 µM]
14	CCC(C)(C)NC(=O)C(c1cccn1C)N(C(=O)Cn1nnc2ccccc21)c1ccc(OC)cc1 (configuration not stated)	0.8%	i	4%	-5%	-14%	-0.7%	-1%	-4%	-3%	i	-0.3%[57.5 µM]
15	O=C(O)c1ccccc1C(=O)Nc1ccccn1	0.2%	i	4%	-14%	-5%	-0.6%	6%	-6%	-3%	i	-0.2%

An excerpt from above in order of their number in 4MU fluor, smallest number first:
nr | Compound | BRCT PPI red | 4MU fluor | Ub-GFP proteasome | DNA Pol III inh | CRE Fsk mod | BRCT inh green | ALOX15 inhib | Hsp90 Hop PPI | A350 autofl
7 | CN(Cc1ccccc1)C(=O)CNC(=O)Cn1cnc2ccccc2c1=O | -0.3% | 2.4e-08M* | -6% | -1% | 8% | -2.2% | -3% | 1% | 3.1e-08M*
1 | O=C(Nc1ccc2nn(-c3ccccc3)nc2c1)c1cccs1 | 0.3% | 2.5e-07M* | 4% | -2% | 12% | -2.4% | -7% | 2% | 1.9e-07M*
13 | c1ccc2c3c([nH]c2c1)[C@@H]1[C@H]2CC[C@H]([C@H]4CCCN[C@H]42)N1CC3 | 0.7%[34.4 µM] | 5e-07M* | 4%[20.5 µM] | -6%[25.6 µM] | -7%[17.1 µM] | -1.1%[34.4 µM] | -26%[25.6 µM] | -3%[26 µM] | 4.5e-07M*

Carrying on.
No.	structure	BRCT PPI red	4MU fluor	Ub-GFP proteasome	DNA Pol III inh	CRE Fsk mod	BRCT inh green	ALOX15 inhib	Hsp90 Hop PPI	Epigenetic mod	A350 autofl	HBB splice mod
16	CN(C)C(=O)C1CCN(Cc2c[nH]c3ccccc23)CC1	0.0%[15.4 µM]	i	-2%[9.17 µM]	-9%[11.4 µM]	-11%[7.6 µM]	-1.0%[15.4 µM]	-12%[11.4 µM]	-3%[11 µM]	-6%[9.22 µM]	i	-0.2%[9.22 µM]
17	CC(=O)NC1Sc2ccccc2N=C1c1ccccc1 (configuration not stated)	0.3%	1e-08M*	-6%	-5%	1%	-0.9%	?	10%	1%	1e-08M*	-0.2%[57.5 µM]
18	COC(=O)c1ccccc1NC1c2ccccc2C(=O)N1c1cccnc1 (configuration not stated)	-0.3%	nt	14%	-5%	18%	-0.3%	-3%	-4%[2.3 µM]	nt	nt	-0.8%
19	O=C(Cn1ccc2ccccc2c1=O)N1CCN(c2cccc(Cl)c2)CC1	0.6%	i	9%	-4%	-15%	-1.7%	-7%	-2%	3%	i	-0.9%
20	CCOC(=O)c1c(C)n(C)c2cc(OCCN(CC)CC)ccc12	0.8%	i	6%	-3%	?	0.2%	10%	-8%	0%	?	-0.4%
21	CCNc1nc(NCc2ccccc2)nc(Oc2ccc(=O)[nH]n2)n1	0.1%	i	-2%	-4%	?	0.7%	4%	-3%	3%	i	-0.8%
22	COc1ccc(C2=NOC(C(=O)NCCCN3CCOCC3)C2)cc1 (configuration not stated)	0.4%	i	9%	1%	?	-1.9%	16%	1%	2%	i	-0.5%
23	O=c1c(-c2ccccc2)nc2cnc(N3CCOCC3)nc2n1Cc1cccs1	-3.0%	?	-2%	-11%	?	-3.4%	?	-14%	-1%[9.22 µM]	?	-0.6%
24	CC(C)c1ccc(NC(=O)C(c2ccc3c(c2)OCO3)N2CCN(C(=O)c3ccco3)CC2)cc1 (configuration not stated)	-1.3%	i	6%	1%	-17%	-1.6%	-22%	-10%	0%	i	-0.7%
25	CCCCCn1c(CCNC(=O)CCC)nc2ccccc21	-1.0%	nt	15%	-6%	2%	1.3%	4%	0%	nt	nt	-0.7%
26	COCc1nnc(NC(=O)c2ccc(NC(C)=O)cc2)s1	-1.4%	i	8%	-5%	-1%	-1.9%	1%	-3%	-2%	i	-4.9%
27	CC1CCN(S(=O)(=O)c2ccc3c(c2)CCN3C(=O)CCC(=O)O)CC1	0.2%	i	-7%	-1%	?	-1.1%	-4%	-5%	-2%	i	0.1%
28	COC(=O)c1ccc(Cn2c(CN3CCOCC3)nc3ccccc3c2=O)o1	1.1%	?	-11%	-1%	?	0.9%	1%	-6%	4%	?	-1.6%
29	CN1CCN(CCCNc2nc3ccccc3c3nc(-c4ccccc4)nn23)CC1	0.6%	i	0%	-2%	9%	-3.8%	9%	1%	-2%	i	-0.4%
30	Cc1onc(-c2c(Cl)cccc2Cl)c1C(=O)NCCN1CCOCC1	0.7%	i	-1%	-4%	-9%	-1.3%	6%	-3%	-3%	?	-0.2%
31	CCOC(=O)CN1C(=O)C(O)=C(C(C)=O)C1c1ccccc1 (configuration not stated)	1.0%	i	0%	-7%	8%	-1.1%	12%	0%	0%	i	0.5%[57.5 µM]
32	CCc1nnc(NC(=O)CSc2nnc(-c3c[nH]c4ccccc34)n2C)s1	-0.4%	i	nt	-7%	-8%	-2.2%	-1%	3%	-3%	?	-1.0%[0.369 µM]
33	Cc1cc(C)c(C)c(OCC(=O)NCC2CCCO2)c1 (configuration not stated)	0.1%	?	-2%	-3%	1%	-0.1%	0%	1%	0%	?	5.6%

Reprinted at random: 2 compounds from above.
No.	structure	BRCT PPI red	4MU fluor	Ub-GFP proteasome	DNA Pol III inh	CRE Fsk mod	BRCT inh green	ALOX15 inhib	Hsp90 Hop PPI	Epigenetic mod	A350 autofl	HBB splice mod
26	COCc1nnc(NC(=O)c2ccc(NC(C)=O)cc2)s1	-1.4%	i	8%	-5%	-1%	-1.9%	1%	-3%	-2%	i	-4.9%
16	CN(C)C(=O)C1CCN(Cc2c[nH]c3ccccc23)CC1	0.0%[15.4 µM]	i	-2%[9.17 µM]	-9%[11.4 µM]	-11%[7.6 µM]	-1.0%[15.4 µM]	-12%[11.4 µM]	-3%[11 µM]	-6%[9.22 µM]	i	-0.2%[9.22 µM]

Source: PubChem BioAssay (National Center for Advancing Translational Sciences (NCATS))
